PTK2B oligo ant = blocks oligomerization of human Pyk2 in cells. z-score (the deposit names both 25 µM and 10 µM). AID 1347419. 99,000 tested, 0.83% active. Q293 cells, Pyk2 FERM NanoBiT luminescence; active compounds read low. Q14289;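 active means Z-score of -3 or lower, scaled per plate to the spread of control and sample wells; inactive means z-score above -3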;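 further: negative z-score means lost luminescence so less FERM oligomerization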
Target sequence (Q14289 whole entry, looked up): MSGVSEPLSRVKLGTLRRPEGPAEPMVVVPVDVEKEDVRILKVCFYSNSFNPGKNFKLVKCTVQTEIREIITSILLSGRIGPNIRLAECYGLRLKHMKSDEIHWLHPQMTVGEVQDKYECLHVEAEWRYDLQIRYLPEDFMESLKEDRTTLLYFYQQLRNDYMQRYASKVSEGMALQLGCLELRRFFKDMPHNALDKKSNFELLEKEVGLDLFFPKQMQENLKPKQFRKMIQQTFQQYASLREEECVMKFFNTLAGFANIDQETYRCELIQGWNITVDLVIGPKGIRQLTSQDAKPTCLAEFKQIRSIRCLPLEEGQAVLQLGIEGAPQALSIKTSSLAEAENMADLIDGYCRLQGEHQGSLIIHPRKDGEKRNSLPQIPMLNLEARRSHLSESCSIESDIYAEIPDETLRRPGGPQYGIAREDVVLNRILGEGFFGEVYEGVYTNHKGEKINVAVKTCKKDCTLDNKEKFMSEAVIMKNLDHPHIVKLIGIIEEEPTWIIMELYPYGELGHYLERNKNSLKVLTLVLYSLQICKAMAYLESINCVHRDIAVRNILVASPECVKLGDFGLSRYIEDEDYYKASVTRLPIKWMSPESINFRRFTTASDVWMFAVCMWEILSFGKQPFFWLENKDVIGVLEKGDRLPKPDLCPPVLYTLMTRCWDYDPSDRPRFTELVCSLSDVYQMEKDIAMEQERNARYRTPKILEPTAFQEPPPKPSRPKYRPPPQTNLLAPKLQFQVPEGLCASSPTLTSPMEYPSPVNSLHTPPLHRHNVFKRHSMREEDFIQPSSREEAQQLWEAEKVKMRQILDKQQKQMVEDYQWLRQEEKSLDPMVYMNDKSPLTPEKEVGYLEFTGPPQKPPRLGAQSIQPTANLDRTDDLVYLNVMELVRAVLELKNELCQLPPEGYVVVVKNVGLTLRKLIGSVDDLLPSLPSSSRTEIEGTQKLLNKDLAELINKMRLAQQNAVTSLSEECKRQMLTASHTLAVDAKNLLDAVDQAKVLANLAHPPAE
Starred values were filed as active, the others as inactive. A portion of the library (hit frequency here may not be typical).

SMILES | PTK2B oligo ant
O=[N+]([O-])c1ccc(-c2csc(N3CCc4ccccc4C3)n2)cc1 | -0.26
Cc1cc(C)c(C)c(S(=O)(=O)N2CCN(CC(=O)c3c(N)n(Cc4ccccc4)c(=O)n(C)c3=O)CC2)c1C | 0.71
O=C(N/N=C/c1ccsc1)c1cc(-c2cccs2)nc2ccccc12 | -0.28
COc1ccc(C(C(=O)NC2CCCCC2)N(C(=O)CCl)c2ccc(OC)cc2)cc1 (stereo unspecified) | 0.11
COc1ccc(NC(C)=O)cc1CNC(=O)COc1c(C)c(C)cc(C)c1C | -0.47
COc1cc(C(C)=O)ccc1Oc1ncnc2c1cnn2-c1cccc(Cl)c1 | 0.13
CCOc1ccc(NC(=S)NN2C(C)CCCC2C)cc1 (stereo unspecified) | 0.36
O=C(NCc1ccncc1)C(=O)NCC(c1ccco1)N1CCN(c2ccccc2F)CC1 (stereo unspecified) | 0.72
CCOC(=O)C1=C(C)N(C)C(=S)NC1c1ccccc1 (stereo unspecified) | 0.36
C[N+]1(CCCOC(=O)C2(c3ccccc3)CCCC2)CCOCC1 | 0.23
Cc1ccc(C(=O)C(=S)N2CCOCC2)cc1 | -0.25
CCNc1nc(NCC)nc(SCCOC(=O)Nc2ccc(Cl)cc2Cl)n1 | -1.13
Clc1cccc(N/N=C(\Cc2nc3ccccc3[nH]2)c2ccccc2)c1 | -2.85
CS(=O)(=O)N(CC(=O)Nc1ccc(S(=O)(=O)N2CCCC2)cc1)c1ccccc1F | 0.69
O=C(Cn1ccc(C(F)(F)F)n1)N/N=C/c1cccs1 | 0.86
COc1ccc(Cl)cc1NC(=S)NCc1ccccn1 | 1.23
CCCC(=O)OC(C(=O)Nc1cc(C(F)(F)F)ccc1Cl)c1ccccc1 (stereo unspecified) | -0.43
O=C(CSc1c(Cl)cccc1Cl)NC1CCCc2ccccc21 (stereo unspecified) | 0.15
CC(=O)Nc1ccc(SCC(=O)Nc2ccccc2-c2ccccc2)cc1 | -1.67
O=C(NCc1ccco1)/C(=C\c1cccnc1)NC(=O)c1ccccc1F | 0.41
COc1ccccc1NCC(=O)N/N=C(\C)c1ccc(Br)s1 | -0.3
CCOc1ccc(-n2nc3c(=S)[nH]nc(C)c3c2C)cc1 | -0.81
CCc1c(C)[nH]n(-c2nc(-c3cccc([N+](=O)[O-])c3)cs2)c1=O | 0.75
O=C(Cn1c2ccccc2c(=O)c2ccccc21)N/N=C/c1cc([N+](=O)[O-])ccc1N1CCCCC1 | 0.12
COCc1cc(=O)[nH]c(Sc2c(-c3ccccc3)c3ccc(Cl)cc3[nH]c2=O)n1 | 0.49
(continued)
SMILES | PTK2B oligo ant
O=C(NNS(=O)(=O)c1ccccc1F)c1cccc(S(=O)(=O)N2CCOCC2)c1 | 0.87
CCOC(=O)c1ccc(CNCc2ccc(C)cc2)cc1 | -0.28
N#CCCn1[nH]c(-c2ccccc2)cc1=O | 0.14
CC(=O)Nc1ccc(S(=O)(=O)Nc2nc3ccccc3nc2N2CCc3ccccc3C2)cc1 | -0.73
Cc1cc(-c2nn(-c3ccccc3)cc2/C=C2\SC(N)=NC2=O)ccc1OC(C)C | 0.3
CCn1c2ccccc2n2c(=O)c(=O)n(CC(=O)Nc3ccc(C(C)C)cc3)nc12 | -0.17
O=C(/C=C/c1ccc([N+](=O)[O-])cc1)c1cccnc1 | -0.4
CCOC(=O)c1nn(-c2cccc(OC)c2)c2nc(CC)c(C#N)c(=O)n12 | 0.66
COC(=O)c1c(O)cc(C(C)(C)C)n(-c2ccccc2)c1=O | -0.11
CCOC(=O)c1c(-c2ccc(C)cc2)csc1NC(=O)CCSc1nnc2ccccn12 | -1.66
Cc1ccccc1C(=O)NNC(=S)Nc1cccc(C(F)(F)F)c1 | -0.71
C/C(=N\NC(=O)c1ccc(Cn2cc([N+](=O)[O-])cn2)o1)c1cccc(NC(=O)c2cccnc2)c1 | -0.24
O=C(NCc1cccnc1)C(=O)NCC(c1ccco1)N1CCN(c2ccc(F)cc2)CC1 (stereo unspecified) | 0.83
CC(=O)N1CCCc2cc(S(=O)(=O)N3CCC(C)CC3)ccc21 | -0.35
Cc1cc(C(=O)OCC(=O)N2CC(=O)Nc3ccccc32)c(C)n1-c1ccc(F)cc1 | -0.42
O=C(COC(=O)CCCN1C(=O)c2cccc3cccc(c23)C1=O)Nc1cccc(C(F)(F)F)c1 | 1.07
CCc1ccc2c(c1)c1nnc(NN)nc1n2CC | -0.42
COC(=O)CN(C#N)c1nc(C)cc(C)n1 | 0.72
CCS(=O)(=O)N1Cc2ccccc2CC1C(=O)Nc1nc2ccccc2s1 (stereo unspecified) | 0
CC1C(=O)N(c2ccc(S(=O)(=O)N(C)C)cc2)C1(/C=C/c1ccccc1)C(=O)NC1CCCC1 (stereo unspecified) | -1.05
C/C(=N\NC(=O)C(=O)Nc1cccc(Cl)c1)c1ccncc1 | 2.46
CCOc1cc(/C=N\NC(=O)C2C(=O)NCC2c2ccccc2)ccc1OC (stereo unspecified) | 0.53
CC(=O)Oc1ccc(C(=O)[C@H]2[C@H]3C(=O)N(c4ccccc4)C(=O)[C@H]3[C@@H]3C=CC=NN32)cc1 | -0.19
COc1ccc(/C(C)=N/OCC(=O)Nc2nc3ccccc3s2)cc1 | -0.42
Cc1[nH]c2ccccc2c1C(=O)CN1C(=O)NC2(CC(C)CC(C)(C)C2)C1=O (stereo unspecified) | -2.15

Filtered by structure: the compounds so far with a Cl atom.
SMILES | PTK2B oligo ant
COc1ccc(C(C(=O)NC2CCCCC2)N(C(=O)CCl)c2ccc(OC)cc2)cc1 (stereo unspecified) | 0.11
COc1cc(C(C)=O)ccc1Oc1ncnc2c1cnn2-c1cccc(Cl)c1 | 0.13
CCNc1nc(NCC)nc(SCCOC(=O)Nc2ccc(Cl)cc2Cl)n1 | -1.13
Clc1cccc(N/N=C(\Cc2nc3ccccc3[nH]2)c2ccccc2)c1 | -2.85
COc1ccc(Cl)cc1NC(=S)NCc1ccccn1 | 1.23
CCCC(=O)OC(C(=O)Nc1cc(C(F)(F)F)ccc1Cl)c1ccccc1 (stereo unspecified) | -0.43
O=C(CSc1c(Cl)cccc1Cl)NC1CCCc2ccccc21 (stereo unspecified) | 0.15
COCc1cc(=O)[nH]c(Sc2c(-c3ccccc3)c3ccc(Cl)cc3[nH]c2=O)n1 | 0.49
C/C(=N\NC(=O)C(=O)Nc1cccc(Cl)c1)c1ccncc1 | 2.46

Of the compounds above, four contain a CF3 group.
SMILES | PTK2B oligo ant
O=C(Cn1ccc(C(F)(F)F)n1)N/N=C/c1cccs1 | 0.86
CCCC(=O)OC(C(=O)Nc1cc(C(F)(F)F)ccc1Cl)c1ccccc1 (stereo unspecified) | -0.43
Cc1ccccc1C(=O)NNC(=S)Nc1cccc(C(F)(F)F)c1 | -0.71
O=C(COC(=O)CCCN1C(=O)c2cccc3cccc(c23)C1=O)Nc1cccc(C(F)(F)F)c1 | 1.07

(further entries)
SMILES | PTK2B oligo ant
COc1cc(OC)cc(-c2cc(N3C(=O)Nc4ccccc4N3O)n[nH]2)c1 | 0.72
Cc1ccc(/C=C2/Sc3ccccc3N(CC(=O)NCCCOC(C)C)C2=O)cc1 | -1.43
COc1cc(NC(=O)CSc2c3c(nc4ccccc24)CCC3)cc(OC)c1OC | 0.62
Cc1nc(NC(=O)C2CC2)sc1C | 1.71
COCc1cc(C)n(CC(=O)N/N=C/c2ccc(-c3ccc(Cl)c(C(=O)O)c3)o2)c(=O)c1C#N | 0.91
CCOC(=O)c1cnn(CCOC(=O)c2ccc(OC)cc2)c1NC(=O)c1ccc(OC)cc1 | 0.34
Cc1cc(C)c(NC(=S)NC(NC(=O)c2ccccc2)C(Cl)(Cl)Cl)c(C)c1 (stereo unspecified) | -1.49
CCCCNC(=O)NNC(=O)c1ccco1 | 0.31
O=C(CCNC(=O)c1ccccc1)Oc1ccc([N+](=O)[O-])cc1 | -0.13
O=C(CSc1ccc(-c2ccc(Cl)cc2)nn1)Nc1ccc2c(c1)OCCO2 | -0.26
CCn1c(SCC(=O)Nc2ccc(C)cc2)nc2nc3c(cc2c1=O)CCCC3 | -2.19
COC(=O)c1nn(Cc2ccccc2)c(=O)c2ccccc12 | -0.39
N#CC1(c2ccc(NC(=O)c3ccccc3F)cc2)CCCC1 | -0.23
Cc1ccc(C(=O)Nc2cc(C(C)C)c(O)c(C(C)C)c2)cc1 | -1.57
CC(C)(C)NC(=O)CON=C1c2ccccc2-c2ccccc21 | -2.12
O=C(Nc1cccc(Cl)c1)c1ccc(F)c(S(=O)(=O)N2CCN(c3ccccn3)CC2)c1 | -0.95
O=C(Cc1cccs1)N/N=C/C=C/c1ccccc1 | 1.17
Cc1ccc(S(=O)(=O)Nc2ccccc2CNc2ncc(Br)cc2Br)cc1 | -1.09
Cc1cc(C(=O)N/N=C/c2ccc(C)o2)c2ccccc2n1 | 0.59
CC1CCN(S(=O)(=O)c2cccc(C(N)=O)c2)CC1 | 0.99
COc1ccc(-c2cc(N3C(=O)Nc4ccccc4N3O)n[nH]2)cc1 | -0.33
Cc1ccc(NC(=S)NC(NC(=O)N(C)C)C(Cl)(Cl)Cl)cc1 (stereo unspecified) | -0.56
Cc1ccc2c(ccc[n+]2CC(=O)c2ccccc2)c1 | 1.72
Cc1ccc(OCCNC(=O)c2cc(C(=O)NCCOc3ccc(C)cc3)cc([N+](=O)[O-])c2)cc1 | 1.13
COC(=O)c1c(C)[nH]c(C(=O)CSc2ncnc3sc(-c4ccccc4)cc23)c1C | 1.71
(continued)
SMILES | PTK2B oligo ant
COc1ccc(NC(=O)CSc2nc3[nH]ncc3c(=O)n2-c2ccccc2OC)cc1OC | -0.14
CCOc1ccc(/C=C2/SC(=O)NC2=S)cc1 | -0.05
COc1ccc(/C=C/C(=O)Nc2cc(C)nn2-c2nc3ccccc3n2Cc2cccc([N+](=O)[O-])c2)cc1 | -0.24
O=[N+]([O-])c1c(C(Cl)Cl)nn(-c2ccc(Cl)cc2)c1N1CCCCC1 | -0.47
O=C(Nc1cccc([N+](=O)[O-])c1)c1[nH]ncc1Cl | -0.09
Cc1ccc(NC(=O)Nc2nnc(Cc3ccc([N+](=O)[O-])cc3)s2)cc1 | 0.19
Cc1cc(C)c2c(c1)-c1c(ssc1=S)C(C)(C)N2C(=O)CN1C(=O)c2ccccc2C1=O | -1.79
CCOC(=O)C1(C/C(C)=N/NC(N)=O)CC(C)OC1=O (stereo unspecified) | 0.29
Cc1ccc(CCNC(=O)CCc2nc3ccccc3[nH]2)cc1 | 2.97
O=C(Nc1ccccc1Oc1ccccc1)c1cc([N+](=O)[O-])ccc1Cl | -1.16
CCN(C(=O)CSc1nncn1-c1ccccc1)c1c(N)n(Cc2ccccc2)c(=O)[nH]c1=O | -0.37
Cc1ccccc1C(=O)N/N=C/c1ccccn1 | 0.32
CCOc1ccc(NC(=S)NCCCN2CCN(C3CCCCC3)CC2)cc1 | 0.15
COc1ccc(NS(=O)(=O)c2ccc(NC(=S)NC(=O)c3cccc(F)c3)cc2)nn1 | 0.23
CC(C)CC(=O)OC1C(N2CCOCC2)c2c(ccc(/C=C/C(=O)N3CCOCC3)c2O)OC1(C)C (stereo unspecified) | 0.4
N#Cc1ccccc1NC(=O)CC1c2ccccc2Oc2ccccc21 | 0.66
CCCNC(=O)c1nc(C)c(C)nc1C(=O)Nc1cccc(Cl)c1 | 0.43
C=CCc1cccc2cc(C(=O)Nc3ccc(F)cc3)c(=O)oc12 | 0.33
CC1(C)CC(=O)c2c(O)c(-c3ccccc3)c(=O)n(-c3ccccc3)c2C1 | -1.38
CC(=O)Nc1ccc(S(=O)(=O)NCC(=O)OCc2ccccc2)cc1 | 0.99
Cc1c(N2C(=O)C(=O)/C(=C(/O)c3ccccc3)C2c2ccc(F)cc2)c(=O)n(-c2ccccc2)n1C (stereo unspecified) | 0.42
Fc1ccc(NC(=S)NC23CN4CN(CN(C4)C2)C3)cc1 | 1.13
CCNC(=O)/C(=C\c1ccccc1)NC(=O)/C=C/c1ccccc1 | -0.01
CCOC(=O)N1CCN(S(=O)(=O)c2ccc(F)c(C(=O)Nc3cccc(Cl)c3C)c2)CC1 | 0.6
CCCNC(=S)N(Cc1ccccc1)Cc1nc2ccccc2c(=O)[nH]1 | -0.71
C/C(=N\NC(=O)c1nonc1N)c1cccs1 | 0.31
CC(C)CN1C(=O)/C(=C/c2ccco2)NC1=S | -0.53
CC1(C)CC1C(=O)Nc1ccc([N+](=O)[O-])cc1Br (stereo unspecified) | 0.86
Cc1ccc(NCN2C(=O)C(=O)c3ccccc32)nc1 | 0.29
Cc1cn(S(=O)(=O)c2cc(Br)ccc2Br)cn1 | 2.21

Screening data deposited in PubChem BioAssay by Sanford-Burnham Center for Chemical Genomics.
